Screening data from PubChem BioAssay.
PV pol inh: poliovirus RNA polymerase inhibition; % elongation, % (compound at 16.7 µg/mL); poliovirus polymerase elongation, fluorescence polarization; active compounds read low; 0.66% of 150,000 active; in the data active = % elongation below about 90%; also: some results filed as inactive read as strong as hits
Target sequence (P03300 1749-2209 limits assumed): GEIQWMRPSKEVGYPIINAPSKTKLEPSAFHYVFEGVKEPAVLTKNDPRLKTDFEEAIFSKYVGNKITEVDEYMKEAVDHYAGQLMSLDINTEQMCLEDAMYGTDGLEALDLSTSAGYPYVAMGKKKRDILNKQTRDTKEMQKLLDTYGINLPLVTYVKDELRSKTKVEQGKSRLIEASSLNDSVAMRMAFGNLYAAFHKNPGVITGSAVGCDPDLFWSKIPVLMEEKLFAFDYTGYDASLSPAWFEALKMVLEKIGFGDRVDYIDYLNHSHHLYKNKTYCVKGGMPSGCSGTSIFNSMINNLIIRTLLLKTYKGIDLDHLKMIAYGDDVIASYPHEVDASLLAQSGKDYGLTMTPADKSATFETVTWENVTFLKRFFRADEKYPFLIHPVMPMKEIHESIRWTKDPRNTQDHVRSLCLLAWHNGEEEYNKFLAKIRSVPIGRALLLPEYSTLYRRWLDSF
PV pol inh FP z-score: also measured in PV pol inh; calls as there; z-score; measured here: FP z-score; hits read low
* marks the source's active call; other numbers are inactive results. A portion of the library (hit frequency here may not be typical).

Molecule | PV pol inh FP z-score | PV pol inh
Cc1cc(C)n2nc(C(=O)NCc3ccc4c(c3)OCO4)nc2n1 | 0 | 103
Cc1ccc(N=Cc2ccncc2)cc1 | 0.5 | 101
CCc1ccc(C(=O)c2cnc3ccc(F)cc3c2S(=O)(=O)c2ccccc2)cc1 | -0.2 | 106
CCC(C)NC(=O)C1CCC(=O)N1CCc1ccccc1 (stereo not given) | 0.4 | 102
CC(=O)NC1C(OCC(C)C)OC(COC(C)=O)C(OC(C)=O)C1OC(C)=O (stereo not given) | -0.1 | 100
Cc1cc(=O)oc2cc(OC(=O)C3CCCN3C(=O)OC(C)(C)C)c(Cl)cc12 (stereo not given) | -0.2 | 99
CC(C)c1ccc2oc(-c3ccc(NC(=O)c4cc5ccccc5o4)cc3)nc2c1 | 0.2 | 105
CCn1c(C(=O)N2CCC(C(=O)N3CCc4ccccc4C3)CC2)cc2occc21 | -0.4 | 101
COc1ccc(-c2cn3nc(N4CCCC(C(=O)Nc5cc(C)ccc5C)C4)sc3n2)cc1 (stereo not given) | -2.7 | 96
O=S(=O)(c1ccc(-c2csc(=Nc3ccc(OC(F)(F)Cl)cc3)n2CCCO)cc1)N1CCCC1 | -1.7 | 97
COc1cccc(C(=O)/C=C(\Nc2ccc3c(c2)COC3=O)C(=O)O)c1 | 0.3 | 102
CCCCNC(=O)CSc1nc2cc3c(cc2c(=O)n1CCCCCC(=O)NCCc1ccc(OC)c(OC)c1)OCO3 | -0.6 | 103
Cc1cc2ccccc2n1CCNC(=O)c1cccc(Br)c1 | 1.1 | 110
COc1ccc(CCNC(=O)c2ccc3c(c2)S(=O)(=O)N=C2CCCCCN23)cc1OC | -0.2 | 100
O=C(Nc1ccc2c(c1)OCO2)C1CCCC1 | -0.2 | 103
COc1ccc(CN(C(=O)c2cc3ccccc3oc2=O)C2CCS(=O)(=O)C2)cc1OC (stereo not given) | -0.6 | 103
CCOC(=O)C1=C(C)NC2=C(C(=O)C(C(=O)OC)C(C)C2)C1c1ccc(OC)cc1 (stereo not given) | -0.2 | 99
CCN(c1ccc(OC)cc1)S(=O)(=O)c1c(C(=O)N2CCCCCC2)c(C)n(C)c1C | -0.6 | 104
CN1C(C(=O)NCC23CC4CC(CC(C4)C2)C3)=CC(c2ccco2)=NS1(=O)=O | -0.2 | 103
Cc1ccc(-n2c(=O)c3ccccc3n3c(SCC(=O)N(C(C)C)C(C)C)nnc23)c(C)c1 | 0.7 | 108
Cc1cc2ncn(C(C)c3ccccc3)c2cc1C (stereo not given) | 0.6 | 104
Cc1cn2c(=O)cc(COC(=O)COc3ccccc3C)nc2s1 | 0.9 | 110
N#Cc1c(-c2ccccc2)nc(SCCN2C(=O)c3ccccc3C2=O)[nH]c1=O | 0.8 | 103
Cc1ccccc1CSc1nc2cccnc2n1Cc1ccc(C(=O)NC2CC2)cc1 | 0.5 | 113
CCOC(=O)c1c(C)oc2c1c1c(c3ccccc32)OCN(CCc2ccccc2)C1 | -1.3 | 96
CCOc1ccccc1NC(=O)Cn1c(=O)n(CCCC(=O)NCc2ccc(C)cc2)c(=O)c2ccccc21 | 0.9 | 112
N#Cc1ccccc1-c1ccccc1C(=O)O | 0.1 | 103
N#C/C(C(N)=O)=C1/CCc2ccccc2N1 | 0.3 | 103
Cc1ccc(CC(=O)NCC(O)c2ccccc2)cc1 (stereo not given) | 0.3 | 103
CC1CCN(CC(=O)c2cccc(C(F)(F)F)c2)CC1 | -0.2 | 101

Part of the list above in a different format:
Molecule: CCCCNC(=O)CSc1nc2cc3c(cc2c(=O)n1CCCCCC(=O)NCCc1ccc(OC)c(OC)c1)OCO3
  PV pol inh FP z-score: -0.6	PV pol inh: 103
Molecule: Cc1cc2ccccc2n1CCNC(=O)c1cccc(Br)c1
  PV pol inh FP z-score: 1.1	PV pol inh: 110

More results
Molecule | PV pol inh FP z-score | PV pol inh
CN(C)S(=O)(=O)c1ccc(=O)n(CC(=O)N2CCSC2c2ccccc2F)c1 (stereo not given) | -0.3 | 100
Cc1cc2c(=O)c(C(=O)c3ccncc3)cn(CC(=O)Nc3cccc(C)c3C)c2cc1C | 0.8 | 110
Clc1ccc2nc(N3CCCCC3)nc(-c3ccccc3)c2c1 | 0.2 | 102
COc1cccc(-c2csc(-c3c(N)c(C(=O)c4ccc5c(c4)OCO5)n4ccccc34)n2)c1 | -5.5* | 76*
O=C(COC(=O)c1nc(Cl)ccc1Cl)c1ccc2[nH]c(=O)[nH]c2c1 | -9* | 38*
CCc1ccccc1N1CC(c2nc3ccccc3n2CCc2ccccc2)CC1=O (stereo not given) | -2.5 | 95
C=CCN1C(=O)/C(=C2/C=CC=CN2C)SC1=S | 0.6 | 104
CC(NC(N)=O)C12CC3CC(CC(C3)C1)C2 (stereo not given) | -0.1 | 99
CC1Sc2ccc(S(=O)(=O)C(C)CC(=O)N3CCN(c4ccccc4F)CC3)cc2NC1=O (stereo not given) | -0.4 | 102
CCOc1ccc(S(=O)(=O)Nc2ccc3oc(C)c(C(=O)OCCOC)c3c2)cc1 | 0.3 | 106
O=C(Cn1ccn(Cc2ccccc2)c(=O)c1=O)Nc1ccccc1 | 1.4 | 106
CC1CCCC(C)N1Cc1cc2c3c(c(=O)oc2cc1O)CCC3 (stereo not given) | -0.1 | 102
CC(C)CNC1=NCCS1 | 0.3 | 102
c1cc2c(cc1CNc1ccc3c(c1)CCC3)OCO2 | 0.1 | 101
COc1cc2c(cc1OC)n(CC(=O)c1cc(C)ccc1C)c(=O)n1nc(CCn3nc(C)cc3C)nc21 | -0.5 | 105
CC(C)(CO)NC(=S)NCc1ccco1 | 0.3 | 103
COC(CNC(=O)c1ccc2c(c1)ncn2-c1cccc(F)c1)OC | 0.2 | 101
CCn1c(SC)nnc1C1CCN(C(=O)N2CCCC2)CC1 | 0.1 | 102
O=CNc1nonc1NC(=O)c1ccccc1Cl | 0.6 | 107
COc1ccccc1C1SCC(=O)Nc2c1c(C)nn2-c1cccc(C)c1 (stereo not given) | 0.1 | 107
Cc1cc(N2CCC(C)CC2)nc2cccc(O)c12 | -1 | 100
CCc1noc(CC)c1C(=O)O | -0.7 | 100
Cc1ccc(C(=O)CC(C(=O)O)n2cncn2)cc1 (stereo not given) | -0.5 | 99
CC(C)Cn1cnc2c1c(=O)n(CC(=O)N1CCc3ccccc31)c(=O)n2Cc1ccccc1 | 0.5 | 105
N#CC1C(=O)NC(=S)C(C(N)=O)C12CCCCC2 (stereo not given) | -0.2 | 99
O=C(Cc1ccc(NC(=O)N2CCSc3ncccc32)cc1)NCc1ccccc1 | 0.2 | 106
CC(C)OC(=O)c1cc2c(ccn2-c2ccc(F)cc2)n1CCC#N | 0.6 | 103
S=C(c1ccc(-c2ccccc2)o1)N1CCN(c2ccccc2)CC1 | -2.6* | 68*
CCOc1ccc(OCC)c(NC(=O)C2CCN(S(=O)(=O)c3cn(C)cn3)CC2)c1 | 1.6 | 113
Cc1ccc(-c2nc3cccc(C)n3c2Nc2ccc3c(c2)OCCO3)o1 | 0.3 | 103

An excerpt of these results, with two lines to a compound:
The line under a structure holds: PV pol inh FP z-score	PV pol inh
- Cc1ccccc1CSc1nc2cccnc2n1Cc1ccc(C(=O)NC2CC2)cc1
 : 0.5	113
- CCOC(=O)c1c(C)oc2c1c1c(c3ccccc32)OCN(CCc2ccccc2)C1
 : -1.3	96
- CCOc1ccccc1NC(=O)Cn1c(=O)n(CCCC(=O)NCc2ccc(C)cc2)c(=O)c2ccccc21
 : 0.9	112
- N#Cc1ccccc1-c1ccccc1C(=O)O
 : 0.1	103
- N#C/C(C(N)=O)=C1/CCc2ccccc2N1
 : 0.3	103
- Cc1ccc(CC(=O)NCC(O)c2ccccc2)cc1 (stereo not given)
 : 0.3	103
- CC1CCN(CC(=O)c2cccc(C(F)(F)F)c2)CC1
 : -0.2	101

Remaining list, next part:
Molecule | PV pol inh FP z-score | PV pol inh
COc1ccc(-c2noc(CN(C)C(=O)Cc3ccc(OC)c(OC)c3)n2)cc1 | -0.1 | 101
CCOc1ccc(C(N)CC(=O)OC)cc1 (stereo not given) | 0.1 | 102
COc1ccc(-c2cc(OC(=O)c3ccc(Cl)cc3)c3c(C)oc(C)c3c(=O)c2)cc1 | 0.6 | 107
CCOc1ccc(NC(=O)N2CCC(N3CCCCC3)CC2)cc1 | 0.4 | 109
C=CCN1C(=O)/C(=C\c2ccc(OC)cc2)C(=O)NC1=S | 0 | 99
Cc1cc(Oc2c(C(F)(F)F)oc3c(CN4CCC(C)CC4)c(O)ccc3c2=O)cc(C)c1Cl | -0.1 | 105
Clc1ccc(C2(c3noc(-c4cccs4)n3)CC2)c(Cl)c1 | -1.1 | 99
Cc1ccc(OCCN)c(Br)c1 | 0.2 | 104
CCn1c(=O)c2cc(C(=O)NCC(OC)OC)sc2c2ccccc21 | 0.7 | 103
COc1ccc(S(=O)(=O)C(F)(F)F)cc1S(=O)(=O)C(F)(F)F | 0.2 | 101
Fc1ccc(CN(Cc2ccco2)Cc2nnnn2CCc2ccccc2)cc1 | 1 | 105
Cc1cc(N2CCCC2)ccc1NC(=O)CNC(=O)C1CCCCC1 | 0.1 | 102
CC12CCC(=O)N1C(C(=O)OCC(=O)c1ccc(Cl)s1)CS2 (stereo not given) | 0.1 | 103
Cc1noc(/C=C/c2ccco2)c1S(=O)(=O)N1CCC(C(=O)N2CCCCC2)CC1 | 1.1 | 105
COc1ccc2c(c1)cc(C(=O)O)n2C | -0.3 | 101
Cc1cc(C)cc(C(=O)Nc2ccc(N3CCN(S(C)(=O)=O)CC3)cc2)c1 | 0.5 | 103
OC(CNCc1ccc(Cl)cc1Cl)Cn1c(-c2ccc(F)cc2)cc2ccccc21 (stereo not given) | -0.6 | 101
Cc1cc(C(=O)COc2ccc(C#N)cc2)c(C)n1CC1CCCO1 (stereo not given) | -0.1 | 101
COc1ccc(-c2noc(N3CCC(C(=O)Nc4ccc(OC)c(OC)c4)CC3)n2)cc1 | 0.9 | 111
CC12CCC(O)CC1CCC1[C@@H]2CC(O)C2(C)C(C3=CC(=O)OC3)CCC12O (stereo not given in full) | 0.2 | 101
O=S(=O)(NCCc1csc(-c2cccc(F)c2)n1)c1cc(F)ccc1F | -0.3 | 105
CNc1cc(=O)n(C)c(=O)[nH]1 | 0 | 101
COc1ccc(CNc2nc(-c3ccco3)nn2C(=O)c2ccccc2Cl)cc1 | 1.1 | 112
CCCNC(=O)c1c(NC(=O)c2ccc(C)cc2)sc2c1CCCCC2 | 1.3 | 109
CCOC(=O)c1cc(C)sc1/N=C/C1C(=O)NC(=S)NC1=O | 0 | 102
CN1C(N)=NC(=O)/C1=C/c1ccc(-c2ccc(Br)cc2)o1 | 0.1 | 102
O=C(CCC1Nc2c3ccccc3nc(=S)n2C1=O)NC1CC1 (stereo not given) | 0 | 102
N#CCS(=O)(=O)c1ccc2c(c1)OCCO2 | 1.4 | 106
Cc1cccc(N2CCN(C(=O)c3c(C)oc4nc(C)nc(N5CCCC5)c34)CC2C)c1 (stereo not given) | -0.5 | 104
CCCC(CCC)C(=O)Nc1ccccc1 | -0.5 | 101
CCOc1ccc(CCNC(=O)CN2Cc3ccccc3C2=O)cc1OCC | 0.1 | 102
O=C(NC1CCCCC1)C(c1ccc(O)c(O)c1)N(C(=O)Cn1nnc2ccccc21)C1CCCCC1 (stereo not given) | 0.5 | 104
CCOC(=O)c1cccnc1SCC(=O)Nc1ccc(C)cc1C | 0.1 | 111
Cc1cc(C)c(Cn2c3ccccc3c3cnn(CC(=O)NCc4ccccn4)c(=O)c32)c(C)c1 | -0.4 | 104
Cc1cc2c(n1-c1ccc(C(=O)NCCc3ccc(Cl)cc3)cc1)CCCC2 | 0.3 | 112
Cc1nn2c(=O)cc(COC(=O)c3ccccc3NC(=O)c3cccs3)nc2s1 | 0.1 | 107
O=C(NCCOc1ccc2ccccc2c1)c1cncc(Br)c1 | -1.5 | 95
Cc1cccc2sc(N(Cc3cccnc3)C(=O)CCS(=O)(=O)c3ccccc3)nc12 | 0 | 107
O=C(NNc1ccccc1C(F)(F)F)c1ccno1 | 1.3 | 106
Cc1ccc(C(=O)OCN2C(=O)c3ccccc3C2=O)cc1 | -0.2 | 102
COc1cccc(C(=O)NCCc2csc(-c3ccc(Cl)cc3)n2)c1 | 0 | 107
O=C1C(=Cc2cccnc2)C(=O)c2ccccc21 | -1.1 | 91
COC(=O)c1c(O)c[nH]c1C | 0 | 102
CC1(C)Cc2c(sc(NC(=O)Cc3ccccc3)c2C#N)C(C)(C)N1 | 0 | 103
O=C(OCC(=O)N1CCc2ccccc21)c1ccc(S(=O)(=O)NCc2ccco2)cc1 | 0.1 | 105
CCC1CCCCN1C(=O)Cn1c(SCc2ccc(OC)cc2)nc2ccncc21 (stereo not given) | -0.7 | 100
Cc1ccc(CNC(=O)c2c(C)cc(=O)oc2C)cc1 | -0.2 | 101
CCc1cccc(NC(=O)Cn2cccc2)c1 | -1 | 100
Cc1cc(C(C)C)n2c(nc3ccccc32)c1C#N | 2.3 | 116
O=C(c1ccc(Br)o1)N(c1ccccn1)C1CCCCC1 | 1.3 | 112
CC(=O)Nc1ccc(S(=O)(=O)NC(CC(=O)O)C(C)C)cc1 (stereo not given) | 0.1 | 101
COc1ccc(N2CCN(C(CNC(=O)C(=O)NCc3ccc(F)cc3)c3cccnc3)CC2)cc1 (stereo not given) | 1.1 | 113
CCOC(=O)c1sc(NC2CCCC2)nc1C | -0.3 | 100
CC1=NNc2nc3c(c(=O)[nH]c(=O)n3C)n2C1 | -0.2 | 101
Cc1cccc(CNC(=O)c2ccc3c(c2)N(C)CCS3)c1 | -1.8 | 104
CCOC(=O)c1cc(-c2ccc(C)cc2)n(CCCC(=O)Nc2cccc(CC)c2)c1 | 0.4 | 103
CCn1cc(NC(=O)Nc2ccccc2C(=O)OC)c(C(N)=O)n1 | -0.9 | 98
O=C(NCc1ccccc1)C1CCCN1S(=O)(=O)c1ccc(Cl)cc1 (stereo not given) | -0.4 | 101
CC1Cc2ccccc2N1S(=O)(=O)c1cccc(C(=O)NCCCn2ccnc2)c1 (stereo not given) | 0.2 | 104
CCOC(=O)C1=C(C)OC(N)=C(C(=O)OCC)C12C(=O)Nc1ccccc12 (stereo not given) | 0.3 | 104
COc1ccc(-c2nnc(C3CCN(S(=O)(=O)c4cc(Br)cc5c4N(C(C)=O)CC5)CC3)o2)cc1 | 0 | 99
